GC-A act: GC-A (human) enzyme activation; HEK293 GC-A cells, cGMP TR-FRET, EC30 ANP; 0% at EC30 ANP, 100% saturating ANP; P16066; actives 0.14% (n = 370,000); activation, % at 10 µM; in the data active = activation above about 40%
HTRA1 inh: blocks human HTRA1 serine peptidase. actives 0.5% (n = 340,000). AID 504803. Q92743. recombinant HTRA1, FP-rhodamine activity-based probe, fluorescence polarization. inhibition, % at 5.96 µM; in the data active = inhibition above about 36%;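 also: 0% = enzyme with DMSO and 100% = wells lacking enzyme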
GC-B act: GC-B (human) receptor activation. actives 0.11% (n = 370,000). activation, % at 10 µM. P20594. HEK293-GC-B cells, CNP EC30, cGMP TR-FRET; 0% at EC30 CNP, 100% saturating CNP;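 active = activation at 10 µM reaching about 35% in either raw or pattern-adjusted values, limit read from the data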
Target sequence (P20594 whole entry, looked up): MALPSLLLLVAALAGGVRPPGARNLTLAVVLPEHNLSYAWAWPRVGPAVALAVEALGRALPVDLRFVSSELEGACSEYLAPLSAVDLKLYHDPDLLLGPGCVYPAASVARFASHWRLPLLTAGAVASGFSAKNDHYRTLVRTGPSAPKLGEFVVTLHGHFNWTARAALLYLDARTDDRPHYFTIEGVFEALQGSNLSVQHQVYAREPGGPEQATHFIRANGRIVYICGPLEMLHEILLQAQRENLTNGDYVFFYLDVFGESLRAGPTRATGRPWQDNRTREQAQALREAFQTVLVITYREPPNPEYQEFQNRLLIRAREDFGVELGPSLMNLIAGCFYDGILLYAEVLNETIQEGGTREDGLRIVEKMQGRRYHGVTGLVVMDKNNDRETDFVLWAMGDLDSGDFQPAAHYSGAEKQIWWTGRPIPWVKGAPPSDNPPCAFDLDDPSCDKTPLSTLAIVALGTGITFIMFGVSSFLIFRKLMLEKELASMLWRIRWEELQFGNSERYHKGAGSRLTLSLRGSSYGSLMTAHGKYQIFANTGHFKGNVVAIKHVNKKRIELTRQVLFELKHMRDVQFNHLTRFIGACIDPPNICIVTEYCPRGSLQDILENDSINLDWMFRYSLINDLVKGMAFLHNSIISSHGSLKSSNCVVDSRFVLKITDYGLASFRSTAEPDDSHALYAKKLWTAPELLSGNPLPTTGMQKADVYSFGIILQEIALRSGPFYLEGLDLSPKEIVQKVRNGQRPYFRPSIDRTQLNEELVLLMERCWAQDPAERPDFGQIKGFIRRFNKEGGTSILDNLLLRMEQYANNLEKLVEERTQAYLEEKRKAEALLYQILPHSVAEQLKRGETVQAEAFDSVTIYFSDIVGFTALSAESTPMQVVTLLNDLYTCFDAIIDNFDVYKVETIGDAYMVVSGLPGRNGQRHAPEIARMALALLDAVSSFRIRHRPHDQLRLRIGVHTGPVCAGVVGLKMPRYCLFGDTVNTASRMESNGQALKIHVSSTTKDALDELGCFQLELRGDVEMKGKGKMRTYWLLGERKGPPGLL
SMARCA2 activ: activators of SMARCA2 function | MG213 cells, MMTV-luciferase reporter, dexamethasone, overnight | activation, % at 9.1 µM | actives 1% (n = 370,000) | AID 652017; in the data active = activation above about 7.8%;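 also: 0% = vehicle wells and 100% = reference activator wells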
ASAP1 GAP inh: inhibitors of human ASAP1 ArfGAP activity; Q9ULH1; inhibition, % at 16.5 µM; ASAP1-stimulated ARF1 GTP hydrolysis, GDP FP detection; AID 624377; actives 0.19% (n = 360,000); in the data active = inhibition above about 25%;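 also: 0% = vehicle with enzyme and substrate and 100% = no enzyme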
NR1D1 modulator: modulators of human Rev-erb alpha DNA binding; P20393; Rev-erbα–FITC-DNA binding, fluorescence polarization, 90 min; activity, % at 10 µM; actives 0.79% (n = 370,000); AID 1259318;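 active = activity above about 14%, limit read from the data; passing the limit was not always enough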;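 also: 0% = DMSO wells with 35 nM protein and 100% = DMSO wells with 750 nM protein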
ARFGAP1 inhibitor: inhibits rat ARF GTPase activating protein 1; inhibition, % at 16.5 µM; Q62848; actives 0.26% (n = 360,000); Arfgap1-stimulated ARF1 GTP hydrolysis, GDP FP detection;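 active = inhibition above a per-plate limit, mean inhibition of low control wells plus 3 SD, cut at about 25% in these data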;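 also: 0% = DMSO wells with enzyme and 100% = wells lacking Arfgap1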
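material = rat Arfgap1 catalytic domain, aa 1-136 | also added = human ARF1(Δ1-17)-GTP substrate | compound dosing = one concentration, 16.5 µM, DMSO 1.26% | times = GTP hydrolysis reaction 2 h at 25 °C | measured by = FP, GDP Alexa 633 tracer displaced from anti-GDP antibody, 620/688 nm | evaluation = percent inhibition of Arfgap1-stimulated GTP hydrolysis | replication = single well per compound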
mABHD4 FP: ABHD4 (mouse) inhibition, primary FP screen; Q8VD66; purified mABHD4, FP-Rh probe fluorescence polarization; inhibition, % at 8.92 µM; actives 0.54% (n = 370,000); AID 720543;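 active = inhibition exceeding the mean over every tested compound plus 3 SD, cut at about 30% in these data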;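 also: 0% = plate median of compound wells and 100% = S159A mutant with DMSO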
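Assay system: Wild-type mouse ABHD4 protein | Medium: HEPES pH 7.0 buffer, 150 mM NaCl, 0.01% Pluronic F-127 | Incubation: Enzyme–compound pre-incubation 45 min, then probe 60 min, both 25 °C | Technique: Fluorescence polarization with parallel and perpendicular emission, 525/598 nm | Evaluation: % inhibition of FP-Rh probe binding versus controls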
rCAG RNA binder: binds r(CAG) RNA repeats; r(CAG) RNA repeat, TO-PRO-1 dye displacement fluorescence; inhibition, % at 3 µM; actives 1.3% (n = 370,000);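 active = inhibition above the plate cutoff, the mean of all test compounds on that plate plus 3 SD, cut at about 35% in these data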;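 also: 0% = DMSO alone and 100% = 100 µM mitoxantrone as full dye displacement; higher means more dye released from RNA so lower well fluorescence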
PG9 Ab binder: small molecules binding HIV-1 gp120 antibody PG9; TR-FRET gp120-PG9 antibody binding; inhibition, % at 6.7 µM; actives 0.43% (n = 360,000); in the data active = inhibition above about 8.5%
Active calls of the source: *; / = not tested or not shown.

SMILES	GC-A act	HTRA1 inh	GC-B act	SMARCA2 activ	ASAP1 GAP inh	NR1D1 modulator	ARFGAP1 inhibitor	mABHD4 FP	rCAG RNA binder	PG9 Ab binder
Cc1ccc(-n2cc(C(=O)c3ccc(F)cc3)nn2)cc1Cl	8	-1	2	6	4	7	0	-4	0	-1.7
c1ccc(-c2nc(CSc3nnc(-c4cccs4)o3)cs2)cc1	5	3	-7	1	4	2	-12	3	1	-0.4
COc1ccc(C2/C(=C(/O)c3ccc(OC(C)C)cc3)C(=O)C(=O)N2CCCN2CCOCC2)cc1 (centres undefined)	0	-4	2	-3	-3	-6	12	0	6	-1.5
O=S(=O)(Nc1cccnc1)c1cccc(C(F)(F)F)c1	1	1	3	3	-21	-4	2	3	3	-3.5
CCN1CCN(Cc2ccc(NC(=O)c3cc(NC(=O)c4nccnc4N)cc(OC)c3)cc2C(F)(F)F)CC1	3	-65	0	4	19	-2	2	-1	-2	-0.4
CCCC(CCC)C(=O)NC1CCN(Cc2ccccc2)CC1	-1	0	0	-1	-2	4	0	-2	-7	-1.2
CCO[C@@H]1OC(C(=O)N2CCN(Cc3ccc4c(c3)OCO4)CC2)=C[C@H](C2CCCCC2)[C@H]1CCCO	4	-17	-7	-1	5	2	0	-1	-7	-0.7
Cc1cccc(-n2c(C)cc(/C=N\NC(=O)c3cccs3)c2C)c1	-2	-2	0	4	5	2	-3	2	3	-3.6
COc1ccc(N(C(=O)c2snc(C(N)=O)c2N)C(C(=O)NCC2CCCO2)c2ccc(C)o2)cc1OC (centres undefined)	-9	3	-8	-3	-14	3	-5	6	7	-0.1
COCCNC(=O)c1cn(C)c2ccc(S(=O)(=O)N(C)C3CCCCC3)cc2c1=O	0	0	2	0	-5	4	6	4	2	-1.3
NC(=O)c1ccc(NC(=O)COC(=O)C2CC(=O)N(Cc3ccccc3)C2)cc1 (centres undefined)	-1	3	-1	-1	7	-3	7	1	-2	1.8
CCOCCCn1cc(C(=O)c2cc(Br)ccc2O)cc(C#N)c1=O	1	-14	-2	-6	-12	-1	-4	-10	12	-1.7
Cc1ccc2c(c1)C(=NC1CCCCC1)c1cc3ccccc3nc1-2	-2	-5	2	11*	-2	-2	5	8	4	-2.6
CCN(CC)S(=O)(=O)c1ccc(C)c(NC(=O)COC(=O)[C@@H]2CCCN2C(=O)c2cccs2)c1	2	7	2	0	3	-4	4	0	-4	-2.6
CCCN(CC(=O)Nc1cc(Cl)ccc1Cl)C(=O)c1ccccc1SCC(=O)N1CCCC1	-3	2	0	-1	-3	2	6	2	-11	-2.3
Cc1cc(Nc2ccccc2)nc(N2CCN(C(=O)c3ccc4c(c3)OCO4)CC2)n1	-1	1	-4	0	9	-4	-1	0	-2	1.8
CCOc1cc(N2CCOCC2)c(OCC)cc1NC(=O)Cc1ccc(OC)c(OC)c1	7	6	8	-2	3	-1	0	7	-1	-1.9
O=[N+]([O-])c1ccc(S(=O)(=O)N/N=C/c2ccco2)cc1	2	-6	1	-3	-3	2	-1	8	-4	-0.7
CC(=O)NS(=O)(=O)c1ccc(N=c2ssc3c2-c2cc(C)ccc2NC3(C)C)cc1	2	11	6	5	-4	11	-2	7	48*	-1.7
Cc1nc(C(=O)NNC(=O)c2cccc(Cl)c2)c(C(F)(F)F)o1	2	0	2	-3	7	0	-4	-1	2	-1.3
CCN1CCN(c2ccc(S(=O)(=O)N3CCCCC3)cc2NC(=O)COc2ccc(Cl)c(C)c2)CC1	8	-26	9	-2	0	-2	9	1	-2	-0.3
O=C(NC1CCCCC1)C(c1ccccn1)N(C(=O)c1csnn1)C1CCCCC1 (centres undefined)	-9	-3	-5	-1	-13	0	3	1	-4	0.9
Cc1cc(=O)oc2c(C)c(OCC(=O)NCCc3ccc(S(N)(=O)=O)cc3)ccc12	-1	5	-5	-4	-1	6	0	-9	8	-1.5
O=C(c1ccco1)N1CCN(C(=O)c2ccco2)CC1	0	/	1	-3	-2	-4	3	5	0	-1.3
CSc1nnc(Cn2c(=O)sc3ccccc32)n1-c1ccccc1	-8	-3	-7	1	-10	2	-1	0	1	0.2
Cc1c(NC(=S)NC(=O)CSc2ccc(Cl)cc2)cccc1C(=O)O	1	5	0	-2	9	0	-5	0	5	0.2
CC(=O)N1CCc2cc(S(=O)(=O)CCC(=O)N3CCC(C)CC3)ccc21	3	0	0	-2	3	0	-1	-3	1	-0.5
COc1cc2c(cc1N)-c1ccc(N)cc1C2	-15	25	-5	-2	-3	-6	-5	24	9	-13
O=C(O)c1ccccc1C(=O)Nc1n[nH]c(=S)s1	/	2	/	-2	13	/	2	7	3	0.4
Cc1ccc(C(=O)C2C(c3ccc(-c4ccccc4[N+](=O)[O-])o3)NC(=O)NC2(O)C(F)(F)F)cc1 (centres undefined)	-34	-15	-23	-1	2	2	-5	7	-4	0.8
CN1CCCC(C#CC(O)(c2ccccc2)c2ccccc2)C1 (centres undefined)	-10	-4	-5	-4	-8	2	-1	7	-1	-0.7
Cc1ccc(Cl)cc1N1CCN(S(=O)(=O)c2c(C)[nH]c(=O)[nH]c2=O)CC1	-4	-1	-5	-4	-2	-4	-4	-1	18	1.3
CCCN(C)C1CN(Cc2cn(Cc3ccc(C)cc3)nn2)S(=O)(=O)C1 (centres undefined)	0	/	2	-5	9	-5	-8	1	0	-2.8
O=C(NCCOc1ccccc1)c1n[nH]c(=O)c2ccccc12	1	-4	3	1	10	2	-1	-8	1	1.0
Cc1ccc(OCC(=O)NCc2ccccn2)cc1	0	2	-1	0	-10	5	-6	-4	-1	-1.3
FC(F)(F)c1ccc(-c2nc3ccccc3s2)cc1	1	/	3	-4	2	-2	2	0	3	0.6

A section from the list above:
SMILES	GC-A act	HTRA1 inh	GC-B act	SMARCA2 activ	ASAP1 GAP inh	NR1D1 modulator	ARFGAP1 inhibitor	mABHD4 FP	rCAG RNA binder	PG9 Ab binder
Cc1cc(=O)oc2c(C)c(OCC(=O)NCCc3ccc(S(N)(=O)=O)cc3)ccc12	-1	5	-5	-4	-1	6	0	-9	8	-1.5
O=C(c1ccco1)N1CCN(C(=O)c2ccco2)CC1	0	/	1	-3	-2	-4	3	5	0	-1.3
CSc1nnc(Cn2c(=O)sc3ccccc32)n1-c1ccccc1	-8	-3	-7	1	-10	2	-1	0	1	0.2
Cc1c(NC(=S)NC(=O)CSc2ccc(Cl)cc2)cccc1C(=O)O	1	5	0	-2	9	0	-5	0	5	0.2
CC(=O)N1CCc2cc(S(=O)(=O)CCC(=O)N3CCC(C)CC3)ccc21	3	0	0	-2	3	0	-1	-3	1	-0.5
COc1cc2c(cc1N)-c1ccc(N)cc1C2	-15	25	-5	-2	-3	-6	-5	24	9	-13
O=C(O)c1ccccc1C(=O)Nc1n[nH]c(=S)s1	/	2	/	-2	13	/	2	7	3	0.4
Cc1ccc(C(=O)C2C(c3ccc(-c4ccccc4[N+](=O)[O-])o3)NC(=O)NC2(O)C(F)(F)F)cc1 (centres undefined)	-34	-15	-23	-1	2	2	-5	7	-4	0.8
CN1CCCC(C#CC(O)(c2ccccc2)c2ccccc2)C1 (centres undefined)	-10	-4	-5	-4	-8	2	-1	7	-1	-0.7
Cc1ccc(Cl)cc1N1CCN(S(=O)(=O)c2c(C)[nH]c(=O)[nH]c2=O)CC1	-4	-1	-5	-4	-2	-4	-4	-1	18	1.3
CCCN(C)C1CN(Cc2cn(Cc3ccc(C)cc3)nn2)S(=O)(=O)C1 (centres undefined)	0	/	2	-5	9	-5	-8	1	0	-2.8
O=C(NCCOc1ccccc1)c1n[nH]c(=O)c2ccccc12	1	-4	3	1	10	2	-1	-8	1	1.0

Next section.
SMILES	GC-A act	HTRA1 inh	GC-B act	SMARCA2 activ	ASAP1 GAP inh	NR1D1 modulator	ARFGAP1 inhibitor	mABHD4 FP	rCAG RNA binder	PG9 Ab binder
C[C@@H]1COC(=O)[C@@H](Cc2ccc(F)cc2)CC/C=C\C[C@@H](CC(=O)NCCO)C(=O)N1	4	2	0	0	11	-4	1	0	0	-1.1
NC(=O)[C@@H]1CC2(CC(c3cccc(NC(=O)COc4ccc(Cl)cc4)c3)=NO2)CN1C(=O)COc1ccc(Cl)cc1 (some centres undefined)	-2	-78	-1	-2	-6	1	6	-38	7	-1.7
CCCCc1ccc(N2C(=O)[C@@H]3C(CC(N)=O)NC4(C(=O)Nc5ccc(F)cc54)[C@@H]3C2=O)cc1 (some centres undefined)	4	-5	0	-2	15	-1	12	-1	-2	-1.4
CNc1ccc(OC)cc1-n1cnc(-c2ccc([N+](=O)[O-])cc2)c1	3	-2	-2	-2	4	-3	4	2	1	-1.9
Cc1cc(C)c(NC(=S)NC(CO)(CO)CO)c(C)c1	2	0	-1	3	3	-1	15	1	0	1.0
COC(=O)[C@]12C[C@H](CC(=O)NCc3ccc(OC)c(OC)c3)C(=O)N(Cc3ccccc3)C1=C[C@H](C1CCCC1)O[C@@H]2C	-6	/	-2	3	-15	-10	2	-1	3	-2.1
O=C(O)CCn1c(=O)c2ccccc2c2ccccc2c1=O	0	3	0	-1	1	-3	3	-14	8	4.0
O=C(C(=O)N1CCC(CNS(=O)(=O)c2cccc(C(F)(F)F)c2)CC1)c1cc2ccccc2o1	0	/	5	-4	-8	14	-1	-4	3	0.6
COc1ccccc1NC(=S)N1CCN(Cc2ccc3c(c2)OCO3)CC1	-1	0	-1	-4	-1	-12	-1	-2	0	2.5
CCC1SC2=NC(C)=C(C(=O)OCCOC)C(/C=C/c3ccccc3OC)N2C1=O (centres undefined)	-1	-29	2	0	-8	0	1	-9	-2	-0.7
COc1ccc(N=Cc2ccc[nH]2)cc1	8	-3	1	-1	-9	7	8	2	-2	-2.5
Cc1noc(C)c1S(=O)(=O)N(C)C[C@H]1Oc2ccc(NC(=O)C3CCCCC3)cc2C(=O)N([C@H](C)CO)C[C@@H]1C	1	-2	1	1	-4	3	0	-3	-5	0.1
Cc1ccc2c(C)ccc(O)c2n1	15	7	9	-3	-1	-7	9	-2	1	-1.9
Cc1nc(-c2ccccc2)sc1C1(C)CC(c2cccc([N+](=O)[O-])c2)=NO1 (centres undefined)	-4	-21	8	2	6	1	14	-2	2	-0.2

3 entries from above, sorted by number of heavy atoms, highest first:
SMILES	GC-A act	HTRA1 inh	GC-B act	SMARCA2 activ	ASAP1 GAP inh	NR1D1 modulator	ARFGAP1 inhibitor	mABHD4 FP	rCAG RNA binder	PG9 Ab binder
NC(=O)[C@@H]1CC2(CC(c3cccc(NC(=O)COc4ccc(Cl)cc4)c3)=NO2)CN1C(=O)COc1ccc(Cl)cc1 (some centres undefined)	-2	-78	-1	-2	-6	1	6	-38	7	-1.7
CCC1SC2=NC(C)=C(C(=O)OCCOC)C(/C=C/c3ccccc3OC)N2C1=O (centres undefined)	-1	-29	2	0	-8	0	1	-9	-2	-0.7
Cc1ccc2c(C)ccc(O)c2n1	15	7	9	-3	-1	-7	9	-2	1	-1.9

Source: PubChem BioAssay (several laboratories)
